Yeast superoxide: reduction of superoxide in aged yeast, primary screen, HTS. S. cerevisiae aged cells, superoxide DHE fluorescence; stronger effect = lower value. superoxide response (% of plate mean), % at 10 µM. hit rate 0.18% among 330,000. AID 2690, 2010;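 active = superoxide response under a set limit, about three screen SD below normal, cut at about 65% in these data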;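 also: yeast aged for seven days with compound at 30 °C before DHE staining; 100% = average MFI of all compound-treated wells on the plate with controls excluded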
MEP2 TOR yeast: modulators of MEP2-GFP levels in yeast, primary screen, S. cerevisiae, multiplex flow cytometry, MLPCN library; S. cerevisiae MEP2-GFP strain, 3 h; 100% = DMSO control level; GFP response vs DMSO, % at 10 µM; hit rate 0.51% among 330,000; AID 2016, 2009;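 active = GFP response versus DMSO above a set limit, roughly screen mean plus 3 SD, cut at about 180% in these data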;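 also: median GFP fluorescence of the barcode-gated MEP2-GFP cells per well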
AHR activator: AHR activators, primary screen, cell-based, luminescence, luciferase reporter, human | Aryl hydrocarbon receptor (Homo sapiens), P35869 | AHR-responsive luciferase reporter cells | activation, % at 5 µM | hit rate 2.5% among 320,000 | AID 2796, 2010; in the data active = activation above about 47%;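 also: 0% = vehicle wells and 100% = reference agonist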
LAP4-GFP MLPCN: modulators of LAP4-GFP expression in yeast, primary screen, S. cerevisiae, multiplex flow cytometry, MLPCN library; 3 h; median GFP as percent of DMSO wells; GFP response vs DMSO, % at 10 µM; hit rate 0.34% among 320,000;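 active = GFP response vs DMSO above a set limit, about the screen mean plus 3 SD, cut at about 150% in these data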
procasp7 counter: procaspase-7 activators, primary screen, counter-screen for procaspase-3 activator project, biochemical, absorbance, HTS, human | Caspase-7 (Homo sapiens), P55210 | recombinant procaspase-7, Ac-DEVD-pNA absorbance 405 nm; D23A/D198A/D206A triple mutant, cannot self-cleave; scale: DMSO 0, 5 µM enzyme 100 | activation, % at 8.5 µM | hit rate 0.093% among 330,000 | AID 463210, 2010;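 active = percent activation above the screen-wide mean plus 3 SD, cut at about 25% in these data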
Target sequence (P55210 whole entry D23A/D198A/D206A): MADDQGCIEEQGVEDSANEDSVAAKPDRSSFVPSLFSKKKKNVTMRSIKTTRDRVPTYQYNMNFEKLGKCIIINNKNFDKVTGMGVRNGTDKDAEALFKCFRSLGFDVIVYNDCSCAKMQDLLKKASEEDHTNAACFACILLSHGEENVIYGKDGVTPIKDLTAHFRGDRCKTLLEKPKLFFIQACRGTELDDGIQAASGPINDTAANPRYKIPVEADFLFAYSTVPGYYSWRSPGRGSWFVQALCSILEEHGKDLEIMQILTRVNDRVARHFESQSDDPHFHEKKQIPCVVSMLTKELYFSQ
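Assay system: Uncleavable procaspase-7 mutant enzyme; Input: 2 µM procaspase-7 mutant as dispensed; Also added: DEVD-pNA substrate; Medium: Zinc-free HEPES pH 7.4 with 300 mM NaCl, 0.01% Triton X-100; Timing: 1 h compound preincubation, 2 h substrate cleavage, 25 °C; Measured by: Epi-absorbance of released pNA at 405 nm, two timepoints.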
JMJD2C inh: inhibitors of GASC-1 histone demethylase, primary screen, biochemical, fluorescence, DELFIA europium; GST-JMJD2C(1-420) H3K9me3 demethylation; hit rate 0.069% among 330,000; inhibition, % at 2.35 µM;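 active = more than half of a compound's replicate wells show inhibition beyond 50%, single wells judged on their own value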;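 also: signal counts dimethyl H3K9 product captured on neutravidin plate; 0% = median of DMSO wells and 100% = 0.3 times that DMSO median; strong numbers were not always called active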
Target sequence (Q9H3R0 1-420 limits assumed): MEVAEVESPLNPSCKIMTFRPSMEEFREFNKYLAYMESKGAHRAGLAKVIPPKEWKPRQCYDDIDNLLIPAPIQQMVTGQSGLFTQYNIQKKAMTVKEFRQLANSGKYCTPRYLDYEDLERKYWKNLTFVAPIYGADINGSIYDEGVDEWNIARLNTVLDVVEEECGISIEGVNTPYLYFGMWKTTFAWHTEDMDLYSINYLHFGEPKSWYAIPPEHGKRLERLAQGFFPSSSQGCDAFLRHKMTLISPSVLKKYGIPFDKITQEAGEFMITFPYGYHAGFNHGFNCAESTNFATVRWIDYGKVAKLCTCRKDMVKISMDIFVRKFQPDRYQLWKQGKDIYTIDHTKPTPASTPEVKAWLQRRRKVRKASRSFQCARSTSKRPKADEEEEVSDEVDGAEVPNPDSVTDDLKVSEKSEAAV
procasp3 activ: activators of human procaspase-3 D3A mutant, primary screen, biochemical, absorbance, PC-3 D3A mutant, single concentration. Caspase-3 (Homo sapiens), P42574. recombinant procaspase-3 D3A, Ac-DEVD-pNA absorbance 405 nm. activation, % at 8.5 µM. hit rate 0.11% among 330,000;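 active = activation above the mean of all tested compounds plus 3 SD, cut at about 21% in these data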;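 also: 0% = DMSO alone and 100% = DMSO wells spiked with extra 5 µM PC-3 D3A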
Target sequence (P42574 whole entry D9A/D28A/D175A): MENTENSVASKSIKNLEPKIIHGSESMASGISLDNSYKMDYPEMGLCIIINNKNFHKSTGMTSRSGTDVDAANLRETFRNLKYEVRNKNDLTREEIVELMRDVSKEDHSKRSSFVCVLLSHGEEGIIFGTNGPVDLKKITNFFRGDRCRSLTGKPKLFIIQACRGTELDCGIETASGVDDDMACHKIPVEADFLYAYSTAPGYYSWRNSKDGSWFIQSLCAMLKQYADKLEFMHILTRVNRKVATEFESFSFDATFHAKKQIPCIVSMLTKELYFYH
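Assay system – Procaspase-3 D3A mutant, all three cleavage aspartates alanine · Controls – DMSO-only low control, 5 µM PC-3 D3A high control · Schedule – 1 h compound preincubation, 2 h substrate hydrolysis at 25 °C · Signal – 405 nm absorbance of p-nitroaniline, reads at 0 and 120 min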
RPL19A-GFP yeast: RPL19A-GFP expression modulators in yeast, primary screen, cell-based, S. cerevisiae, multiplex flow cytometry, MLPCN; hit rate 0.3% among 330,000; S. cerevisiae RPL19A-GFP strain, 3 h; stronger effect = lower value; percent response vs DMSO, % at 10 µM;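 active = percent response vs DMSO below 50%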;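 also: median channel GFP fluorescence of the barcoded RPL19A-GFP strain; ratio of sample median GFP to plate DMSO average so 100% = DMSO; lower means less RPL19A-GFP as with rapamycin TOR inhibition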
Numbers without * were called inactive; & = joins results of further samples; [ ] = dose if it differs, or a comment. Compounds were not picked by outcome; overall some 3.8% were active at least once.

For CC1(c2ccc3c(c2)OCO3)NC(=O)N(CC(=O)Nc2ccc(N3CCOCC3)cc2)C1=O (stereo not given) the results were Yeast superoxide 89, MEP2 TOR yeast 96, AHR activator 2, LAP4-GFP MLPCN 97, procasp7 counter 6, JMJD2C inh 112&-3, procasp3 activ -1 and RPL19A-GFP yeast 94.
Screening COc1ccc(-c2nn(C)c(=O)c3ccccc23)cc1CNC(=O)C1CCCCC1 returned Yeast superoxide 119, MEP2 TOR yeast 97, AHR activator 1, LAP4-GFP MLPCN 115, procasp7 counter 9, JMJD2C inh -7, procasp3 activ 0 and RPL19A-GFP yeast 102.
`CNC(=S)NCCN1CCOCC1` gave Yeast superoxide 120, MEP2 TOR yeast 98, AHR activator 2, LAP4-GFP MLPCN 91, procasp7 counter 6, JMJD2C inh 5, procasp3 activ -1 and RPL19A-GFP yeast 104.
Screening CCCCCC(=O)NC(=S)Nc1ccc(N2CCOCC2)cc1 returned Yeast superoxide 89, MEP2 TOR yeast 102, AHR activator 7, LAP4-GFP MLPCN 93, procasp7 counter -7, JMJD2C inh -12, procasp3 activ 7 and RPL19A-GFP yeast 100.
For CCCOc1cccc(C2C(C(=O)c3cccs3)=C(O)C(=O)N2Cc2cccnc2)c1 (stereo not given) the results were Yeast superoxide 106, MEP2 TOR yeast 102, AHR activator 2, procasp7 counter -6, JMJD2C inh -20, procasp3 activ -21 and RPL19A-GFP yeast 99.
`O=[N+]([O-])c1ccc(N2CCN(Cc3ccc(Br)o3)CC2)cc1` gave Yeast superoxide 103, MEP2 TOR yeast 97, LAP4-GFP MLPCN 90, JMJD2C inh 8 and RPL19A-GFP yeast 100.
For Cc1cc(=O)oc2c(C)c(OC(C)C(=O)NC3CCN(Cc4ccccc4)CC3)ccc12 (stereo not given) the results were Yeast superoxide 92, MEP2 TOR yeast 108, AHR activator 2, LAP4-GFP MLPCN 90, procasp7 counter 6, JMJD2C inh 17, procasp3 activ 1 and RPL19A-GFP yeast 95.
`COc1ccc2c(c1)NC1(O)c3ccccc3C(=O)C21O` (stereo not given) gave Yeast superoxide 113, MEP2 TOR yeast 99, AHR activator 0, LAP4-GFP MLPCN 100, procasp7 counter 4, JMJD2C inh -8, procasp3 activ 2 and RPL19A-GFP yeast 97.
`Cc1c(Cl)ccc2c1NC(=O)[C@]21N[C@@H](Cc2ccccc2)[C@H]2C(=O)N(c3ccc(F)cc3)C(=O)[C@H]21` gave Yeast superoxide 94, MEP2 TOR yeast 102, AHR activator 7, LAP4-GFP MLPCN 102, procasp7 counter 9, JMJD2C inh 4, procasp3 activ 2 and RPL19A-GFP yeast 95.
`CCCCNC(=O)NC12CC3CC(CC(C3)C1)C2` gave Yeast superoxide 115, MEP2 TOR yeast 103, AHR activator 19, LAP4-GFP MLPCN 93, procasp7 counter 1, JMJD2C inh 7, procasp3 activ 0 and RPL19A-GFP yeast 104.
Cn1c(=O)[nH]c(=O)c2[nH]c(NCCCN3CCOCC3)nc21 was read as Yeast superoxide 97, MEP2 TOR yeast 102, AHR activator 3, LAP4-GFP MLPCN 105, procasp7 counter 3, JMJD2C inh 36, procasp3 activ 1 and RPL19A-GFP yeast 104.
CCN(CC)S(=O)(=O)c1ccc(N2CCCC2)c(NS(=O)(=O)c2ccc([N+](=O)[O-])cc2)c1 was read as Yeast superoxide 98, MEP2 TOR yeast 99, AHR activator -1, LAP4-GFP MLPCN 89, procasp7 counter 0, JMJD2C inh -14, procasp3 activ 3 and RPL19A-GFP yeast 101.
Screening COc1ccc(N(CC(=O)Nc2cccnc2)S(=O)(=O)c2ccc(C)cc2)cc1Cl returned Yeast superoxide 110, MEP2 TOR yeast 102, AHR activator 0, LAP4-GFP MLPCN 98, procasp7 counter -21, JMJD2C inh -5, procasp3 activ 1 and RPL19A-GFP yeast 105.
For Cc1ccc(-c2nc(NC(=O)CSc3ncn[nH]3)ns2)cc1 the results were Yeast superoxide 93, MEP2 TOR yeast 98, AHR activator -1, LAP4-GFP MLPCN 101, procasp7 counter 2, JMJD2C inh 4, procasp3 activ 4 and RPL19A-GFP yeast 99.
For COC(=O)C1(S(=O)(=O)c2cc(Br)cc3c2N(C(C)=O)CC3)CC1 the results were Yeast superoxide 99, MEP2 TOR yeast 97, AHR activator 7, LAP4-GFP MLPCN 98, procasp7 counter 6, JMJD2C inh -20, procasp3 activ 1 and RPL19A-GFP yeast 98.

In the list so far, these contain four or more nitrogen atoms.
For CC1(c2ccc3c(c2)OCO3)NC(=O)N(CC(=O)Nc2ccc(N3CCOCC3)cc2)C1=O (stereo not given) the results were Yeast superoxide 89, MEP2 TOR yeast 96, AHR activator 2, LAP4-GFP MLPCN 97, procasp7 counter 6, JMJD2C inh 112&-3, procasp3 activ -1 and RPL19A-GFP yeast 94.
Cn1c(=O)[nH]c(=O)c2[nH]c(NCCCN3CCOCC3)nc21 was read as Yeast superoxide 97, MEP2 TOR yeast 102, AHR activator 3, LAP4-GFP MLPCN 105, procasp7 counter 3, JMJD2C inh 36, procasp3 activ 1 and RPL19A-GFP yeast 104.
CCN(CC)S(=O)(=O)c1ccc(N2CCCC2)c(NS(=O)(=O)c2ccc([N+](=O)[O-])cc2)c1 was read as Yeast superoxide 98, MEP2 TOR yeast 99, AHR activator -1, LAP4-GFP MLPCN 89, procasp7 counter 0, JMJD2C inh -14, procasp3 activ 3 and RPL19A-GFP yeast 101.
For Cc1ccc(-c2nc(NC(=O)CSc3ncn[nH]3)ns2)cc1 the results were Yeast superoxide 93, MEP2 TOR yeast 98, AHR activator -1, LAP4-GFP MLPCN 101, procasp7 counter 2, JMJD2C inh 4, procasp3 activ 4 and RPL19A-GFP yeast 99.

New compounds follow.
`COc1ccc(-c2cn(CC3CCCCC3)nn2)cc1` gave Yeast superoxide 104, MEP2 TOR yeast 83, AHR activator 4, LAP4-GFP MLPCN 105, procasp7 counter -4, JMJD2C inh 3, procasp3 activ 7 and RPL19A-GFP yeast 86.
`COc1cc(-c2ccc3sc(-c4ccsc4)c(C#CCO)c3c2)cc(OC)c1OC` gave Yeast superoxide 101, MEP2 TOR yeast 98, AHR activator 80*, LAP4-GFP MLPCN 100, procasp7 counter 4, JMJD2C inh -2, procasp3 activ -2 and RPL19A-GFP yeast 94.
For O=C(Nc1cccc([N+](=O)[O-])c1)N1CCc2ccccc2C1 the results were Yeast superoxide 107, MEP2 TOR yeast 99, LAP4-GFP MLPCN 84, JMJD2C inh -6 and RPL19A-GFP yeast 120.
`CCCC(=O)Nc1nn(CC)c2nc3ccc(C)cc3cc12` gave Yeast superoxide 88, MEP2 TOR yeast 103, AHR activator 15, LAP4-GFP MLPCN 103, procasp7 counter 2, JMJD2C inh 8, procasp3 activ -3 and RPL19A-GFP yeast 98.
`C/C(=N\OCC(=O)O)c1ccc(Cl)cc1` gave Yeast superoxide 114, MEP2 TOR yeast 100, AHR activator -1, LAP4-GFP MLPCN 108, procasp7 counter 5, JMJD2C inh -25, procasp3 activ -1 and RPL19A-GFP yeast 99.
For Cc1ccc(NC(=O)CN(Cc2ccco2)Cc2ccccc2O)cc1C the results were Yeast superoxide 94, MEP2 TOR yeast 114, AHR activator 19, LAP4-GFP MLPCN 109, procasp7 counter 4, JMJD2C inh -8, procasp3 activ 0 and RPL19A-GFP yeast 95.
Screening CCN(CC)C(=O)/C(=C\c1ccc2c(c1)OCO2)NC(=O)c1ccc(Br)cc1 returned Yeast superoxide 106, MEP2 TOR yeast 110, AHR activator 2, LAP4-GFP MLPCN 96, procasp7 counter -5, JMJD2C inh 1, procasp3 activ -1 and RPL19A-GFP yeast 98.
`CC(C)(C)NC(=S)NCc1cccnc1` gave Yeast superoxide 119, MEP2 TOR yeast 95, AHR activator 1, LAP4-GFP MLPCN 98, procasp7 counter -12, JMJD2C inh -6 and procasp3 activ -3.
`O=C(CN1CCCC1)Nc1c2c(nc3ccccc13)N(Cc1ccccc1)CC2` gave Yeast superoxide 95, MEP2 TOR yeast 105, AHR activator 71*, LAP4-GFP MLPCN 96, procasp7 counter -10, JMJD2C inh -2, procasp3 activ -3 and RPL19A-GFP yeast 96.
For CS(=O)(=O)c1ccc(Cl)c(NC(=O)COC(=O)c2cccc(C#N)c2)c1 the results were Yeast superoxide 96, MEP2 TOR yeast 92, AHR activator 3, LAP4-GFP MLPCN 89, procasp7 counter 12, JMJD2C inh 15, procasp3 activ 2 and RPL19A-GFP yeast 96.
Screening COCCCNC(=O)c1cc(C(=O)Cc2ccccc2)c[nH]1 returned Yeast superoxide 100, MEP2 TOR yeast 91, AHR activator 3, LAP4-GFP MLPCN 108, procasp7 counter 2, JMJD2C inh 11, procasp3 activ 1 and RPL19A-GFP yeast 100.
`Cc1cc(C(=O)CN2C(=O)NC3(CCCCC3C)C2=O)c(C)n1Cc1cccs1` (stereo not given) gave Yeast superoxide 95, MEP2 TOR yeast 67, AHR activator 3, LAP4-GFP MLPCN 88, procasp7 counter 7, JMJD2C inh 0, procasp3 activ 0 and RPL19A-GFP yeast 101.
COc1cc(OC)cc(C(=O)NC2CCN(Cc3nnnn3Cc3ccc(F)cc3)CC2)c1 was read as Yeast superoxide 121, MEP2 TOR yeast 103, AHR activator 7, LAP4-GFP MLPCN 97, procasp7 counter -6, JMJD2C inh 11, procasp3 activ 3 and RPL19A-GFP yeast 102.
O=C(CNC(=O)c1ccc2c(c1)OCCO2)N/N=C/c1ccc([N+](=O)[O-])cc1 was read as Yeast superoxide 93, MEP2 TOR yeast 105, AHR activator 1, LAP4-GFP MLPCN 104, procasp7 counter -5, JMJD2C inh 1, procasp3 activ 0 and RPL19A-GFP yeast 102.
`Cc1cc(Cl)ccc1OCCCC(=O)N1CCOCC1` gave Yeast superoxide 83, MEP2 TOR yeast 222*[may fluoresce violet], AHR activator 1, LAP4-GFP MLPCN 75[may fluoresce violet], procasp7 counter 8, JMJD2C inh 2, procasp3 activ -4 and RPL19A-GFP yeast 36*[may fluoresce violet].
`CC(=O)Nc1ccc(N(C(=O)CNC(=O)c2cccs2)C(C(=O)NC(C)(C)C)c2ccccc2)cc1` (stereo not given) gave Yeast superoxide 95, MEP2 TOR yeast 95, AHR activator -1, LAP4-GFP MLPCN 101, procasp7 counter -6, JMJD2C inh -4, procasp3 activ 8 and RPL19A-GFP yeast 96.
Screening O=C(CN1CCN(c2ccc(O)cc2)CC1)Nc1cc([N+](=O)[O-])ccc1Cl returned Yeast superoxide 106, MEP2 TOR yeast 100, AHR activator 31, LAP4-GFP MLPCN 101, procasp7 counter 3, JMJD2C inh 2, procasp3 activ -1 and RPL19A-GFP yeast 100.

Screening results deposited in PubChem by several laboratories.
